# GPR35 arrestin U2OS: GPR35 antagonists blocking zaprinast-driven arrestin recruitment, primary screen, imaging, U2OS, beta-arrestin-GFP, zaprinast agonist (AID 2058) | U2OS GPR35 beta-arrestin-GFP translocation imaging, zaprinast antagonism; higher % means a stronger effect | 290,000 tested, 0.052% active | inhibition, % at 10 µM; hits with a dose series show IC50 in µM;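 active = inhibition of at least 50% with at least 30 cells and total cytoplasm GFP at most 10,000,000; inconclusive = under 30 cells or total GFP of 10,000,000 plus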
# NOD1 inhibition: NOD1 signaling inhibitors, primary screen, cell-based, luminescence, uHTS (AID 1578); NOD1-driven NF-kB luciferase reporter cells, luminescence; higher % means a stronger effect; inhibition, % at 4 µM, or EC50 in µM where a hit was titrated; 290,000 tested, 1% active; in the data active = inhibition mostly above about 36%, no sharp cut-off; inactive = mostly below about 34%;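 also: HEK-293T reporter cells stimulated with the NOD1 agonist gamma-tri-DAP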
# Myeloid diff MLP: compounds promoting myeloid differentiation; 360,000 tested, 1% active; calls only at 10 µM; ER-HoxA9 myeloid progenitors, lysozyme-GFP differentiation, flow cytometry;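 active = normalized GFP-positive differentiation at or above the plate's own cutoff, the solvent-only control mean plus 3 SD; inconclusive = no clear call, values can overlap the other calls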;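 also: cells exposed to compound for four days before flow analysis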
# KOR beta-arrestin-1: kappa opioid receptor activators – cell-based, luminescence, uHTS, primary screen (AID 1777). activation, % at 10 µM, or EC50 in µM where a hit was titrated. 280,000 tested, 0.02% active. KOR beta-arrestin recruitment, luminescence; higher % means a stronger effect; in the data active = activation above about 50%, passing the limit was not always enough; also: a part of the inactive calls stands beside numbers as strong as those of hits
# NOD2 inhibition: NOD2 signaling inhibitors, cell-based, luminescence, uHTS, HEK293 (AID 1566); 290,000 tested, 0.63% active; HEK293 NOD2/NF-kB luciferase reporter, luminescence; higher % means a stronger effect; inhibition, % at 4 µM, or EC50 in µM where a hit was titrated; also: many of its hits are not listed in these tables
# KOR beta-arrestin-2: kappa opioid receptor blockers – cell-based, luminescence, uHTS (AID 1778); KOR beta-arrestin recruitment, luminescence, antagonist mode; higher % means a stronger effect; inhibition, % at 10 µM; hits with a dose series show IC50 in µM; 290,000 tested, 0.091% active; also: strong numbers were not always called active
# HIV peptide binding: inhibitors of HIV fusion peptide binding, primary screen, biochemical, uHTS, fluorescence dequenching (AID 1986); cell-free peptide binding, fluorescence dequenching, 30 min; higher % means a stronger effect; inhibition, % at 20 µM, or IC50 in µM where a hit was titrated; 290,000 tested, 0.3% active; in the data active = inhibition mostly above about 52%, no sharp cut-off; inactive = mostly below about 76%; also: some results filed as inactive read as strong as hits
# GPR55 beta-arrestin: GPR55 agonists via beta-arrestin recruitment, primary screen, imaging, U2OS cells, beta-arrestin-GFP redistribution (AID 1961); U2OS GPR55 beta-arrestin-GFP redistribution imaging; higher % means a stronger effect; activation, % at 10 µM, or EC50 in µM where a hit was titrated; 290,000 tested, 0.048% active;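 active = activation above 40% with more than 50 cells counted in the well; inconclusive = wells holding fewer than 50 cells, flagged as toxic or sparse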;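 also: U2OS osteosarcoma cells stably expressing GPR55 and beta-arrestin-GFP; plate controls were DMSO negative control for no effect and LPI positive control for full effect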
# GPR55 LPI antagonism: inhibition of LPI-stimulated GPR55 beta-arrestin translocation – imaging, U2OS, beta-arrestin-GFP, LPI agonist, primary screen (AID 2013) | inhibition, % at 10 µM; hits with a dose series show IC50 in µM | 290,000 tested, 0.13% active | U2OS GPR55 beta-arrestin-GFP translocation imaging, LPI antagonism; higher % means a stronger effect;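 active = spots per cell inhibited over 60%, with over 100 cells counted and total cytoplasm intensity under 500,000; inconclusive = wells with under 100 cells, flagged as likely toxic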;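 also: U2OS cells stably carrying GPR55 and arrestin-GFP stimulated by 5 µM LPI near EC80; imaged beta-arrestin-GFP aggregate spots per cell after agonist stimulation; plate controls were LPI-stimulated DMSO wells for no effect and DMSO wells without LPI for full effect; some results filed as inactive read as strong as hits; confirmed hits need IC50 under 10 µM and bright autofluorescent wells are also inconclusive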
# Myeloid diff MLP GFP+ MAC1+ %: recorded beside Myeloid diff MLP, whose call it bears; GFP+ MAC1+ double positive, %; measured here: differentiation confirmed by MAC1 staining
# Starred values were filed as active, the others as inactive; i = inactive; ? = inconclusive; nt = no result given; + = active, no number; [ ] = another dose, or the depositor's remark. Rule as the data show it, unless noted: active = inhibition above about 50%; inactive = the rest.
SMILES,GPR35 arrestin U2OS,NOD1 inhibition,Myeloid diff MLP,Myeloid diff MLP GFP+ MAC1+ %,KOR beta-arrestin-1,NOD2 inhibition,KOR beta-arrestin-2,HIV peptide binding,GPR55 beta-arrestin,GPR55 LPI antagonism
COc1ccc(-n2cc(C(=O)c3ccccc3O)cn2)cc1,-11%,8%,i,0.1,3.6%,-65%,-18%,-2.1%,0.4%,0%
COc1ccccc1C1NC(=O)NC(C)=C1C(=O)OC1CCCC(C)C1 (centres undefined),-2%,20%,i,0.2,-0.6%,7%,-20%[20 µM],0.7%,-0.1%,4%
O=C(CNC(=O)c1ccccc1Br)N/N=C/c1cccnc1,10%,-18%,i,1.0,-2.2%,1%,-16%,0.5%,0.2%,2%
CCn1c(COc2ccc(Cl)cc2)nnc1SCc1nc2ccccc2[nH]1,-7%,23%,i,5.6,3.6%,15%,-9%,-2.1%,-0.1%,-14%
Cc1n[nH]c(=O)nc1NCCc1ccccc1,9%,8%,i,2.6,0.4%,13%,6%,1.7%,0.3%,2%
COc1ccc(S(=O)(=O)NC(CCSC)C(=O)NC2CCCCC2)cc1 (centres undefined),-3%,-23%,i,0.6,-0.8%,5%,3%,1.6%,-0.5%,2%
CCOCCCNc1nc2nc3ccc(C)cn3c(=O)c2cc1C(=O)NCC1CCCO1 (centres undefined),4%,-5%,i,0.1,nt,11%,10%[20 µM],1.5%,0.2%,-7%
CCC(=O)Nc1nc2n(n1)C(c1ccc(OC)cc1)C=C(c1ccccc1)N2 (centres undefined),0%,-25%,nt,nt,-1.9%,-1%,-5%,0.8%,-0.1%,-3%
O=C(CNC(=O)c1cccc(F)c1)OCC(=O)N1CCCc2ccccc21,5%,23%,i,4.2,1.3%,8%,11%,-2.6%,0.1%,6%
CC(C)CCNC(=O)NC(=O)COC(=O)C1CCN(S(=O)(=O)c2ccccc2F)CC1,8%,-22%,i,0.3,-3.2%,7%,-12%,-1.7%,-0.2%,-7%
COc1cccc(CN(C)CC(=O)Nc2ccccc2C(=O)Nc2ccccc2)c1OC,13%,-14%,i,0.8,0.8%,3%,-9%,0.3%,0.1%,9%
O=C(Nc1ccncc1)c1ccc(NS(=O)(=O)c2ccc3[nH]c(=O)[nH]c3c2)cc1,-5%,-22%,i,2.2,-0.5%,4%,-11%,0.4%,0.6%,1%
Nc1c(N(CCO)C(=O)C2CCCCC2)c(=O)[nH]c(=O)n1Cc1ccccc1,7%,9%,i,0.2,5.7%,5%,-34%,0.5%,-0.1%,-1%
COc1cccc(/C=N/NC(=O)c2[nH]c(C)c(C(=O)N/N=C/c3cccc(OC)c3O)c2C)c1O,17%,-7%,i,1.7,0.7%,-22%,-1%,4.6%,1.3%,-5%
CC(C)NC(=O)Cn1cc(S(=O)(=O)N2CCCC2)c(S(=O)(=O)N2CCCC2)c1,-20%,-18%,i,0.0,1.9%,11%,-22%,-0.2%,-0.1%,-6%
CCC1(C)CC(c2nc(-c3ccc(OC)cc3)cs2)CCS1 (centres undefined),6%,2%,i,0.1,4.2%,13%,6%,3.6%,0.1%,0%
CC(=O)c1sc2nc(-c3ccc(C)cc3)c3c(c2c1N)CCCC3,-15%,-9%,i,0.5,8.2%,-5%,-8%,2.4%,-0.3%,5%
CCC(C)(C)NC(=O)c1ccc(S(=O)(=O)N2CCCCCC2)cc1,-3%,-44%,i,0.6,-2.6%,10%,8%,3.3%,0.4%,3%
CCOc1ccc(CCNC(=O)COC(=O)CSc2ccccc2C)cc1OCC,7%,20%,i,0.7,3.7%,25%,-24%,-0.4%,0.0%,6%
CCC(OC(=O)c1ccco1)C(=O)NCc1ccco1 (centres undefined),6%,-8%,i,0.5,-1.5%,-1%,-32%,21%,0.5%,6%
CCOC(=O)C1=C(CN2CCSCC2)NC(=O)NC1c1cc(C)ccc1C (centres undefined),6%,-16%,i,2.1,-2.8%,2%,8%,-2.9%,-0.1%,-4%
Cc1cc2c(NS(=O)(=O)c3ccc(F)cc3)cccc2nn1,12%,2%,i,0.2,-1.4%,3%,16%,-1.6%,-0.1%,8%
O=C(C1CCN(S(=O)(=O)c2ccc3c(c2)OCCO3)CC1)N1CCc2ccccc21,22%,0%,i,4.3,-1.7%,13%,15%,-1.1%,0.7%,7%
O=C(NN1C(=O)C2CC=C(Cl)CC2C1=O)c1ccncc1 (centres undefined),0%,-18%,i,0.4,-1.3%,6%,26%[20 µM],0.2%,0.1%,-2%
Nn1c(-c2ccccc2Cl)nnc1-c1ccccc1Cl,2%,6%,?,nt,4.3%,11%,0%,0.9%,-0.2%,-1%
COC(=O)c1ccccc1S(=O)(=O)N1CCC(C(=O)OC(C)C(=O)Nc2ccc(NC(C)=O)cc2)CC1 (centres undefined),-5%,-25%,i,0.0,4.5%,-6%,-20%,2.9%,0.2%,10%
CSc1ccccc1C(=O)Nc1c(C)cccc1C,13%,-27%,i,0.8,-4.3%,0%,2%,1.0%,1.1%,0%
CCOC(=O)C1=NOC(Cn2cc(C#N)c(=O)n(C)c2=O)C1 (centres undefined),17%,-24%,i,1.2,-0.3%,14%,-16%,-2.2%,-0.3%,-18%
O=C(O)c1ccccc1NC(=O)c1cc2ccccc2oc1=O,-8%,-44%,i,0.3,-0.4%,-10%,-1%,0.8%,-0.2%,-11%
CC(=O)Nc1ccc(S(=O)(=O)N2CCN(S(=O)(=O)c3ccc(F)c(F)c3F)CC2)cc1,-7%,-8%,i,1.0,-0.8%,-5%,-2%,-1.2%,-0.1%,-3%
CCc1ccccc1NC(=O)Nc1cccs1,-1%,-29%,i,0.7,-3.3%,-10%,-9%,2.2%,0.9%,-5%
CCCCC(=O)Nc1ccc(C(=O)Nc2ccc3c(c2)OCO3)cc1,-1%,-25%,i,5.1,-8.2%,-36%,44%,-2.6%,0.3%,1%
Cc1c(C(=O)Nc2cc(F)cc(F)c2)cnn1-c1ccccc1,6%,-74%,i,1.3,-3.6%,-58%,3%[20 µM],1.1%,1.3%,-7%
Cc1ccc(OCc2ccc(Br)cc2)c([N+](=O)[O-])n1,10%,-31%,nt,nt,-1.2%,-145%,-7%,-1.7%,0.1%,16%
Cc1ccc(S(=O)(=O)N2CCOCC2)cc1NC(=O)Cn1ccsc1=N,-3%,4%,i,0.6,1.1%,2%,-15%,-2.9%,0.0%,-2%
O=C(Cc1cccc2ccccc12)Nc1cc(C(=O)O)cc(C(=O)O)c1,-9%,-16%,i,0.4,4.6%,2%,-14%,4.5%,-0.2%,10%
CCOn1c(=O)c(-c2ccc(Cl)cc2)[n+]([O-])c2ccccc21,-13%,14%,i,1.1,7.6%,0%,-15%,-0.6%,-0.1%,-7%
CCc1cc(-c2n[nH]c(=S)n2C(C)c2ccccc2)cs1 (centres undefined),4%,-1%,i,0.5,-3.9%,-2%,-23%,-5.1%,0.0%,9%
CCOC(=O)C(C)Sc1nnc(CSc2nc3nc(C)cc(C)n3n2)o1 (centres undefined),-5%,-27%,i,0.4,-0.7%,8%,18%,-1.2%,-0.3%,6%
CCCC[n+]1c(C)sc2ccc(C)cc21,5%,-27%,i,0.4,0.4%,-5%,20%[20 µM],-0.5%,-0.2%,-4%
COc1cc(NC(=S)NC(=O)CC(C)C)ccc1NC(=O)c1cc2ccccc2o1,-2%,-34%,i,0.4,4.1%,-17%,38%,-0.6%,-0.3%,-1%
O=C(NNc1nc2ccccc2s1)Nc1ccccc1,nt,-61%,i,0.3,-2.1%,-64%,-7%,3.7%,-0.3%,8%
COc1ccc(-c2cc(C)no2)cc1S(=O)(=O)Nc1ccc(NC(C)=O)cc1,-12%,-15%,i,1.3,4.8%,7%,-20%,-1.4%,0.0%,10%
COc1nc(Nc2ccc3c(c2)OCO3)nc(OC)n1,13%,-12%,i,2.5,0.6%,-2%,-32%,-0.9%,-0.1%,-6%
Clc1ccc2nc(-c3ccccc3)cn2c1,-8%,-16%,i,0.7,-4.3%,-112%,14%,1.3%,-0.1%,6%
COc1ccc(Oc2nc(C)nc3c2oc2ccccc23)cc1,7%,45%,i,0.7,3.5%,34%,-27%,-1.1%,-0.4%,5%
Cc1ccc(CNC(=O)COC(=O)c2cnc(C)cn2)cc1,-2%,-26%,i,0.5,6.1%,1%,-24%,1.2%,-0.4%,-10%
N#Cc1cn(CC(=O)N2CCCC2)c2ccccc12,4%,12%,i,0.2,3.5%,3%,-2%,3.5%,-0.1%,4%
COc1ccc(-n2nc(C(=O)NCC(=O)NCCCN3CCOCC3)c3ccccc3c2=O)cc1OC,-2%,16%,i,0.5,-3.8%,25%,-15%,0.1%,-0.2%,0%
C/C(CCN1CCc2nc(-c3ccccc3)c(-c3ccccc3)cc2C1)=N\O[C@@H](C)c1cc(-c2c(C)cc(C)cc2C)no1,0%,-13%,i,2.0,-1.3%,-6%,7%,-0.3%,-0.3%,9%
Cc1c(NC(=O)c2cc3ccccc3c(=O)s2)c(=O)n(-c2ccccc2)n1C,-4%,-12%,i,1.2,-7.3%,-12%,-13%,-1.9%,-0.2%,7%
COc1cc(C2NC(=O)CCC2[N+](=O)[O-])cc(Br)c1OC (centres undefined),2%,-2%,i,0.5,-2.9%,11%,-24%,1.2%,0.2%,-3%
Cn1c2c(c(=O)n(C)c1=O)C(c1ccccc1Cl)CC(=O)N2 (centres undefined),0%,-6%,i,2.3,6.6%,-7%,0%,-1.0%,-0.1%,-17%
CCN(CC)C(=O)CSc1nnc2nnc3cc(OC)ccc3n12,-4%,-2%,+,1.3*,3.3%,9%,12%,46%,0.0%,10%
O=C(NCC1CCCO1)c1ccc2c(c1)C(=O)N(C1CCCCC1)C2=O (centres undefined),-7%,-1%,i,1.0,-4.1%,20%,-2%,-0.2%,-0.2%,0%
COCc1cc(C(C)=O)ccc1OC,6%,-5%,i,1.2,0.4%,5%,-8%,-1.5%,0.3%,8%

# Screening results from PubChem BioAssay.

# Only part of the results is shown, so the mix of outcomes need not match the whole.
